Screens as filed in PubChem BioAssay.
FUS suppressor: qHTS for Suppressors of FUS Proteinopathy: Primary screen using FUS-linked yeast assay; Potency, µM (titrated, usually from 76.6 µM), without a hit: at the top dose growth rescue (activation), usual class: activators; AID 1347120, 2019; S. cerevisiae FUS-expressing, growth rescue, OD600, 24 h; hit rate 0.24% among 390,000;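 note: potency is the fitted concentration of half-maximal effect; plate controls were DMSO vehicle for no effect and reference control for full effect; nearly all actives have a fitted effect of over 55% in size; some results filed as inactive show a strong effect at the top dose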
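Absorbance at 600 nm, taken 24hr after compound addition, measured rescue of FUS-yeast growth at 30C. Induction used 2% galactose with seeding at OD 0.005. Controls: CP55940 from 92uM final, DMSO only.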
Abeta rescue: qHTS for compounds that reverse cellular toxicity of Amyloid beta (A-beta) peptide in yeast: Primary Screen; yeast expressing A-beta42, growth rescue, OD600, 48 h; response scale: 0% DMSO, 100% iron-clioquinol control; Potency, µM (top dose mostly 46.1 µM), inactives show at the top dose growth rescue, actives largely listed as activators; hit rate 0.063% among 410,000; note: potency is the fitted concentration of half-maximal effect; nearly all actives have a fitted effect of over 55% in size
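Growth rescue measured by 600 nm absorbance after 48 h yeast culture at 30 C with compound. Values normalized between DMSO and an equimolar ferric chloride plus clioquinol control.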
EPAC1 agonist: qHTS for Agonist of cAMP-regulated guanine nucleotide exchange factor 3 (EPAC1): primary screen | Rap guanine nucleotide exchange factor 3 (Homo sapiens), O95398 | EPAC1 agonist qHTS, biochemical assay; response scale: 100% = response to 6.5 mM cAMP | Potency, µM (top dose mostly 154 µM), inactives show top-dose activation, usual class: activators | hit rate 0.073% among 360,000 | AID 720707, 2013; note: potency is the fitted concentration of half-maximal effect; nearly all actives have a fitted effect of over 60% in size
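EPAC1 100 nM, Rap1B–BODIPY-GDP 250 nM, unlabeled GDP 50 uM; compound titration; 5 min RT; kinetic read ex480/em540 at 5-min intervals ×30 min; data normalized to 6.5 mM cAMP agonist control.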
IL2 activator: qHTS of IL-2 Activators; IL-2 activation reporter assay, cell-based qHTS; stimulated with anti-CD3/CD4/CD28 beads; in transgenic mouse T cells; activation, % (series mostly up to about 46 µM); hit rate 0.065% among 360,000; in the data active = activation above about 50%; inconclusive = mostly about 30% to 49%; note: 0% is about no effect
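Unstimulated transgenic mouse T cells; 60-min compound exposure; bead-based TCR/CD4/CD28 stimulation; 18 h culture, 37 degrees C; dual fluorescence (EGFP, DsRed) plate cytometry.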
PLK1 PBD block: qHTS for Inhibitors of PLK1-PDB (polo-like kinase 1 - polo-box domain): Primary Screen. Serine/threonine-protein kinase PLK1 (Homo sapiens), P53350. Plk1 PBD binding of FITC phosphopeptide, fluorescence polarization. Potency, µM, inactives show max response, negative = inhibition, most hits filed as inhibitors. hit rate 2.8% among 360,000; note: potency is the fitted concentration of half-maximal effect; series mostly up to about 57 µM; % is set by controls: 0 for no effect and ±100 for the full control effect; nearly all actives have a fitted effect of over 65% in size
Target sequence (P53350 whole entry, looked up, the tested form may be a part): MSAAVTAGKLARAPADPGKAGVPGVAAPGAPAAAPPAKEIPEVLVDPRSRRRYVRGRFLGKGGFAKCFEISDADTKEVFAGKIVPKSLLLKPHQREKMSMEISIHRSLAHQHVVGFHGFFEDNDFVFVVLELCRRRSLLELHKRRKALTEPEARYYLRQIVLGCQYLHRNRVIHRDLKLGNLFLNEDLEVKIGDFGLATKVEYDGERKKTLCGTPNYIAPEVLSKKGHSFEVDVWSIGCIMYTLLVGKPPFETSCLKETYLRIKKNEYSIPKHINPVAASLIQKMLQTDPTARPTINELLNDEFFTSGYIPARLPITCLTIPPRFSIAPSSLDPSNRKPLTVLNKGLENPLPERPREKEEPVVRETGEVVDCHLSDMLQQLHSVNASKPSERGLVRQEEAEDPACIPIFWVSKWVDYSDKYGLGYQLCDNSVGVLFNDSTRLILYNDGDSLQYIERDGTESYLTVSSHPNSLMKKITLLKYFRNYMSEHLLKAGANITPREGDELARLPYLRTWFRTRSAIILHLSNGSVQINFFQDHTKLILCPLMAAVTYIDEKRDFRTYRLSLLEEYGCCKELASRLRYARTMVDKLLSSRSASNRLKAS
EPAC1 antag: qHTS for Antagonist of cAMP-regulated guanine nucleotide exchange factor 3 (EPAC1): primary screen; Rap guanine nucleotide exchange factor 3 (Homo sapiens), O95398; EPAC1 GEF assay, Rap1b-BODIPY-GDP exchange fluorescence; Potency, µM (series often up to 115 µM), inactives show top-dose activity change, negative = inhibition, usual class: inhibitors; hit rate 0.14% among 360,000;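 note: potency is the fitted concentration of half-maximal effect; plate controls were vehicle for no effect and positive control for full effect; nearly all actives have a fitted effect of over 50% in size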
WRN inhibitor: qHTS for Inhibitors of WRN Helicase; Bifunctional 3'-5' exonuclease/ATP-dependent helicase WRN (Homo sapiens), Q14191; hit rate 0.46% among 360,000; WRN helicase unwinding, fluorescent forked duplex, kinetic; Potency, µM (series often up to 114 µM), without a hit: top-dose activity change, negative = inhibition, hits mostly inhibitors; note: potency is the fitted concentration of half-maximal effect; % is set by controls: 0 for no effect and ±100 for the full control effect; nearly all actives have a fitted effect of over 55% in size
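Kinetic fluorescence helicase assay: unwinding of a quenched forked DNA duplex (100 nM final) with 2 mM ATP final raises red fluorescence (525/598 nm). Compounds sat 15 min at room temperature with 20 nM WRN beforehand.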
PI5P4K alpha inh: qHTS for Inhibitors of phosphatidylinositol 5-phosphate 4-kinase (PI5P4K). PI5P4Kalpha enzyme, ADP-Glo luminescence, 60 min; active compounds read low. max response, %. hit rate 1.2% among 330,000. Phosphatidylinositol 5-phosphate 4-kinase type-2 alpha (Homo sapiens), P48426; active = max response of -50% or lower; inconclusive = between -30% and -50%; inactive = -30% or higher; note: value at the top dose of about 77 µM; % is set by controls: 0 for no effect and ±100 for the full control effect
Target sequence (P48426 whole entry, looked up): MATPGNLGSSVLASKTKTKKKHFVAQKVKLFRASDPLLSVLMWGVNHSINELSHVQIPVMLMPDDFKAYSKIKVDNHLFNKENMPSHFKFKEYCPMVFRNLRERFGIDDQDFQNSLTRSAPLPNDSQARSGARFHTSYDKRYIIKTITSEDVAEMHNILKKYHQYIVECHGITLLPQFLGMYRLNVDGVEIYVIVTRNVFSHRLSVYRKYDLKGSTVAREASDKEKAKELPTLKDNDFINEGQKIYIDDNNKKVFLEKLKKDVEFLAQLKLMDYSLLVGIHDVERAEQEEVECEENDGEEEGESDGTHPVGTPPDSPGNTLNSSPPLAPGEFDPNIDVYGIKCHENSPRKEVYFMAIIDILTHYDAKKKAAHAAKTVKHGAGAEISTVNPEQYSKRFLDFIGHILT
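ADP-Glo luminescence end-point after a 60 min room-temperature kinase reaction. PI5P4Kalpha and substrate in HEPES pH 7.4 buffer with EGTA, 0.1% CHAPS and 5% DMSO; ATP at 5 microM final.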
aSyn yeast inh: qHTS of alpha-syn Inhibitors. Yeast expressing alpha-synuclein, growth rescue, BacTiter-Glo, 24 h. Potency, µM (titrated, usually from 46.1 µM), inactives show at the top dose growth rescue (activation), hits mostly activators. hit rate 0.14% among 370,000; note: potency is the fitted concentration of half-maximal effect; % of control where 0% means no effect; nearly all actives have a fitted effect of over 65% in size
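Readout is rescue of growth in alpha-synuclein-expressing yeast, so inhibitors of toxicity appear as activators. Growth after 24 hr at 30 deg C in galactose medium is quantified by luminescence.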
* marks the source's active call; other numbers are inactive results; ? = inconclusive; · = no result given; & = joins results of further samples; [ ] = dose if it differs, or a comment. Unless noted, calls come from the whole dose curve; as a rule, active = well fitted curve in the direction sought with a large enough effect; inconclusive = small, poorly fitted or top-dose-only effect, or another doubt; inactive = no such curve, though single readings can be large; an effect the other way counts as inactive or inconclusive.

A first look, 2 compounds:
SMILES	FUS suppressor	Abeta rescue	EPAC1 agonist	IL2 activator	PLK1 PBD block	EPAC1 antag	WRN inhibitor	PI5P4K alpha inh	aSyn yeast inh
O=C(CSc1ncn(-c2ccccc2)n1)NCc1ccccc1	25%	6%	1%	-0.9	-5%	-5%	8%	0	-9%
COc1ccccc1CO/N=C/NC(=O)c1c(OC)ccnc1Oc1ccc(F)cc1	21%	-11%	19%	-0.8	-2%	0%	-9%	·	1%

The list itself, from the first entry:
SMILES	FUS suppressor	Abeta rescue	EPAC1 agonist	IL2 activator	PLK1 PBD block	EPAC1 antag	WRN inhibitor	PI5P4K alpha inh	aSyn yeast inh
O=C(CSc1ncn(-c2ccccc2)n1)NCc1ccccc1	25%	6%	1%	-0.9	-5%	-5%	8%	0	-9%
COc1ccccc1CO/N=C/NC(=O)c1c(OC)ccnc1Oc1ccc(F)cc1	21%	-11%	19%	-0.8	-2%	0%	-9%	·	1%
O=C(NC(Cc1ccccc1)C(=O)O)c1cccnc1Cl (stereo unspecified)	-7%	-9%	8%	0.0	-1%	-19%	5%	2	-5%
COc1ccc(OC)c(CN2CCCC(C(=O)c3ccccc3SC)C2)c1 (stereo unspecified)	11%	-1%	10%	-0.1	-4%	-5%	2%	3	0%
COc1ccccc1OCCCCCCN1CCN(C)CC1	3%	3%	2%	0.4	0%	-6%	-10%	7	4%
Cc1c(C(=O)N2CCN(c3ncccn3)CC2)sc2nc3n(c(=O)c12)CCCC3	-15%	9%	-4%	0.2	-5%	-11%	6%	9	-1%
CN1CCN(c2ccccc2NC(=O)Cc2ccc(Cl)cc2)CC1	27%	1%	11%	-2.4	-6%	12%	-1%	·	-3%
COc1ccc(-c2nnc(CSc3nc4ccccc4c(=O)n3C)o2)cc1OC	25%	-8%	7%	0.8	-11%	-2%	-1%	·	0%
Cc1cccc(N2CCN(C(=O)Cc3ccc(-n4c(=O)[nH]c5ccsc5c4=O)cc3)CC2C)c1 (stereo unspecified)	12%	0%	6%	-1.4	-4%	-13%	-6%	3	3%
O=C(NCc1ccccc1)C1CCCN1S(=O)(=O)c1cccc2cccnc12 (stereo unspecified)	-14%	6%	-9%	-3.4	-5%	4%	-1%	-6	4%
COC(=O)CC1(C(=O)OC)Nc2cc(Cl)c(Cl)cc2S(=O)(=O)N1O (stereo unspecified)	-15%	14%	6%	-1.2	9.5µM*	-8%	11%	-3	7%
O=C(Cn1cc(CNC(=O)C2CCCCC2)nn1)Nc1cc(C(F)(F)F)ccc1Cl	0%	-4%	-4%	2.1	·	-19%	·	·	·
O=C(Nc1cccc(Cl)c1)c1cc([N+](=O)[O-])ccc1N1CCN(CCO)CC1	6%	1%	-2%	-0.9	2%	9%	3%	6	-3%
COc1ccc(S(=O)(=O)NCC(c2cccnc2)N2CCN(c3ccccc3OC)CC2)cc1C (stereo unspecified)	23%	3%	-3%	0.6	-9%	-24%	-5%	-9	-4%
Cc1ccccc1Nc1nc(NCc2ccco2)c2ccccc2n1	27%	-16%	11%	-1.3	-12%	-19%	-22%	-12	-1%
Cc1noc(C)c1NC(=O)N(C)C[C@H]1Oc2ccc(NC(=O)Cn3cnnn3)cc2C(=O)N([C@H](C)CO)C[C@@H]1C	-9%	0%	-12%	0.1	-8%	10%	0%	-5	6%
CC(C)c1ccc(/C=C/C(=O)O)cc1	-13%	-37%[inhibitor]	-2%	-0.2	-2%	5%	1%	1	-3%
OCCC1CN(CCCc2ccccc2)CCN1CCc1ccccc1 (stereo unspecified)	-5%	11%	-6%	-3.4	-5%	-5%	12%	1	2%
Nn1c(SCC(=O)Nc2ccc3c(c2)OCCO3)nnc1-c1ccncc1	14%	4%	-6%	-0.7	-6%	-1%	-4%	-8	2%
CCOC(=O)c1c(C)nc(C)c(C(=O)OCC)c1-c1ccc(OC)cc1	21%	-4%	5%	1.2	-4%	0%	4%	·	1%
CC1CCCC(C)N1c1ccc(S(=O)(=O)N2CCOCC2)cc1Cl (stereo unspecified)	?	-2%	-1%	0.1	-1%	3%	7%	1	14%
O=C(Nc1cc(C(=O)N2CCCC2)ccc1N1CCCC1)c1ccccc1	-8%	-14%	16%	-0.3	-7%	18%	-9%	·	16%
Cc1cc(N2CCCC2=O)ccc1S(=O)(=O)Nc1c(C)nn(C)c1C	-2%	-11%	-8%	2.0	-2%	-2%	-5%[57.1 µM]	12	-14%
COc1c(C)cc(C(=O)C2CCCN(C(=O)/C=C/c3ccccn3)C2)cc1C (stereo unspecified)	12%	-4%	-2%	-2.9	?	-6%	7%	-2	-3%
COc1ccc(S(=O)(=O)N2c3ccc(F)cc3CCC2C)cc1 (stereo unspecified)	17%	23%	-3%	-0.9	1%	-6%	-7%	-7	1%
CC(C)CNC(=O)c1ccc(COc2ccc(Cl)cc2Cl)o1	37%	-4%	12%	-0.4	-11%	-7%	-10%	3	12%
Cc1cc(-c2ccc(S(=O)(=O)N3CCN(c4cccc(C(F)(F)F)c4)CC3)s2)on1	-5%	-2%	-6%	-0.2	-7%	7%	1%	13	?
Clc1ccc(-c2nnc(SCc3nc4ccccc4s3)o2)cc1	-10%	-3%	8%	-0.4	-10%	3%	-12%	-2	7%
COc1ccc(S(=O)(=O)N2CCOCC2)cc1NC(=O)CN1C(=O)NC2(CCCCC2C)C1=O (stereo unspecified)	21%	-4%	-7%	0.7	-16%	-12%	-27%	-4	-1%
COc1ccc(OC)c(-c2nn(-c3ccccc3)cc2C(=O)NCC(c2ccco2)N2CCCC2)c1 (stereo unspecified)	-2%	-23%	4%	-0.3	-12%	-13%	4%	9	0%
CCOc1ncccc1C(=O)OCC(=O)N1CC(=O)Nc2ccccc21	3%	10%	-4%	0.3	-5%	2%	3%	2	1%
COc1ccccc1N(CC(=O)NC1CCCCC1)C(=O)c1csnn1	18%	11%	10%	0.5	2%	7%	3%	·	5%
COc1cccc(N2CC(O)Cn3c2nc2c3c(=O)n(CCCc3ccccc3)c(=O)n2C)c1 (stereo unspecified)	19%	-17%	-4%	-0.5	-1%	11%	1%	7	0%
S=c1nccc(-c2ccc3c(c2)CCO3)[nH]1	-14%	-1%	9%	0.1	?	6%	-25%	-18	0%
NC1=NC(=O)/C(=C\c2ccco2)S1	26%	6%	6%	-1.2	0%	?	50µM*	-96*	6%
CN(Cc1ccccc1)CC(O)COc1ccc(CNCCc2cccnc2)cc1 (stereo unspecified)	-28%	-8%	-3%	-0.1	3%	-2%	4%	10	-9%
COc1cc(/C=C/c2cccc[n+]2C)ccc1OCC(=O)Nc1ccccc1	1%	-2%	4%	0.6	-3%	15%	11%	0	-7%
O=C(NC(N1CCOCC1)C(Cl)(Cl)Cl)c1ccco1 (stereo unspecified)	-18%	-9%	5%	-3.5	4%	12%	3%	-7	-2%
CCC(=O)Nc1cccc(C2=NOC3(C2)C[C@@H](C(N)=O)N(C(=O)c2ccc(OC)cc2)C3)c1 (stereo partly specified)	-17%	-5%	0%	0.5	-10%	-3%	3%	-1	1%
CC(C)c1ccc(CNc2ncc(Br)cn2)cc1	-22%	0%	7%	0.0	-3%	8%	4%	1	-10%
Cc1ccc(CCCOC(=O)C[N+]2(C)CCOCC2)cc1	13%	0%	2%	2.8	-4%	2%	6%	0	1%
N#Cc1cc(-c2ccccc2)nnc1Sc1ccc(F)cc1	-19%	9%	-5%	-2.3	-11%	9%	-32%[57.1 µM]	-6	-6%
O=C(c1ccc2c(=O)n3c(nc2c1)CCCCC3)N1CCN(c2ccc(F)cc2)CC1	33%	-16%	2%	-0.8	-11%	-7%	-8%	-8	-1%
CC(C)Cc1nnc(NC(=O)C23CC4CC(CC(C4)C2)C3)s1	6%	18%	-7%	0.3	-1%	10%	2%	0	2%
COc1ccc(/C=N/NC(=O)c2cccc(C(F)(F)F)c2)cc1	-6%	7%	5%	1.2	-12%	-2%	2%	-6	-1%
COc1cccc(NC(=O)C(=O)NCCCn2ccnc2)c1	-5%	7%	7%	1.1	-4%	9%	-3%	-2	-1%
COC(=O)[C@@H]1C[C@@]2(O)[C@H](O)[C@H](O)[C@H](O)C[C@H]2N1CC1CC1	-27%	4%	1%	0.6	-14%	-6%	1%	18	-5%
CC1(CCc2ccccc2)NC(=O)N(CC(=O)O)C1=O (stereo unspecified)	-13%	-3%	-4%	3.6	24µM*	-16%	6%	-14	3%
COc1ccccc1S(=O)(=O)N(C)C[C@H]1OCc2cnnn2CCCC(=O)N([C@H](C)CO)C[C@H]1C	2%	5%	3%	-2.0	-6%	-5%	-1%	1	7%
CCOC(=O)c1nc2cc3n(c(C)c-2c1C)C(C)C(C)=C3C (stereo unspecified)	3%	-3%	5%	-0.3	-4%	4%	35%	0	6%
COc1ccc(C(=O)NCc2nnc(SCC(=O)c3ccccc3)n2C)cc1	3%	1%	4%	0.7	-2%	7%	-5%	-24	4%
O=C1CCN(Cc2ccc(O)cc2)CCN1CCO	-8%&-2%	2%&-17%	-12%&2%	0.7&-0.1	-10%&-2%	-9%&6%	5%&-2%	-1&4	-15%&-18%
